# H9c2 TAG inh = reduces triacylglycerol accumulation in H9c2 cells; Nile Red lipid (TAG) fluorescence; cells loaded with 200 µM oleic acid; inhibition, % at 12.5 µM; hit rate 0.66% among 230,000;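 active = pattern-corrected inhibition of lipid staining of at least 50% with the nuclear-stain viability signal not falling by more than 50%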;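 also: 0% = DMSO wells and 100% = triacsin C control wells; some results filed as inactive read as strong as hits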
# H9c2 TAG inh DAPI viability = also measured in H9c2 TAG inh; calls as there; DAPI nuclei signal change (viability), lower = more cytotoxic, %;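 whole-well DAPI fluorescence read on a plate reader as a viability signal; minus 50 percent equals half of cells still viable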
# Starred values were filed as active, the others as inactive. Not all compounds are listed; rates above refer to the full screens.
[1] CCN(CC)c1ccc(S(=O)(=O)N2CCCCC2)cc1NC(=O)CSCc1c(C)noc1C
[2] Cc1cccc(Nc2nc(N)nc(CCl)n2)c1
[3] CCN1C(=O)[C@H]2[C@@H](c3ccc(-c4ccc(F)cc4)cc3)N[C@@](C)(C(=O)OC)[C@H]2C1=O
[4] CN(C)c1ccc(/C=C(\C#N)C(=O)OCC(=O)N(C)C2CCS(=O)(=O)C2)cc1 (centres undefined)
[5] Cc1nnc(SCC(=O)NCC2CCCO2)n1Cc1ccccc1 (centres undefined)
[6] CC(C)C1Nc2ccc(S(N)(=O)=O)cc2C2C=CCC21 (centres undefined)
[7] COc1ccc(C(c2sc3nc(C)nn3c2O)N2CCC(O)CC2)cc1OC (centres undefined)
[8] CC1(NCc2ccc(Cl)cc2)COP(=O)(NCc2ccccc2)OC1 (centres undefined)

assay / compound | 1 | 2 | 3 | 4 | 5 | 6 | 7 | 8
H9c2 TAG inh | 3.8 | 26.5 | 1.3 | -11.1 | 20.3 | -1.4 | 3.3 | -6.9
H9c2 TAG inh DAPI viability | -10.2 | -11.9 | -2.1 | -2.4 | -12.0 | 4.8 | -6.7 | 1.0

# In another format: entries from further up.
# Fields: H9c2 TAG inh	H9c2 TAG inh DAPI viability
(4) CN(C)c1ccc(/C=C(\C#N)C(=O)OCC(=O)N(C)C2CCS(=O)(=O)C2)cc1 (centres undefined)
→ -11.1	-2.4
(3) CCN1C(=O)[C@H]2[C@@H](c3ccc(-c4ccc(F)cc4)cc3)N[C@@](C)(C(=O)OC)[C@H]2C1=O
→ 1.3	-2.1
(7) COc1ccc(C(c2sc3nc(C)nn3c2O)N2CCC(O)CC2)cc1OC (centres undefined)
→ 3.3	-6.7
(6) CC(C)C1Nc2ccc(S(N)(=O)=O)cc2C2C=CCC21 (centres undefined)
→ -1.4	4.8
(5) Cc1nnc(SCC(=O)NCC2CCCO2)n1Cc1ccccc1 (centres undefined)
→ 20.3	-12.0
(8) CC1(NCc2ccc(Cl)cc2)COP(=O)(NCc2ccccc2)OC1 (centres undefined)
→ -6.9	1.0
(2) Cc1cccc(Nc2nc(N)nc(CCl)n2)c1
→ 26.5	-11.9

# The list goes on.
[9] CC1(C)CC(CC(=O)O)CC(C)(C)N1
[10] Cc1ccsc1C(=O)Nc1ccc(S(=O)(=O)N2CCOCC2)cc1
[11] CC(=O)N/C(=N/c1nc(C)cc(C)n1)Nc1ccc(NC(C)=O)cc1
[12] CCCNc1c(F)c(F)c2c(C)c3ccccc3nc2c1F
[13] CC(SCc1cn2cc(Cl)ccc2n1)C(=O)O (centres undefined)
[14] Cc1c(NC(=O)c2noc(C(C)C)c2[N+](=O)[O-])c(=O)n(-c2ccccc2)n1C
[15] COc1ccccc1C(c1nnnn1C(C)(C)C)N1CCN(Cc2ccccc2)CC1 (centres undefined)
[16] CCc1noc(C)c1C(=O)OCC(=O)NCc1ccccc1

assay / compound | 9 | 10 | 11 | 12 | 13 | 14 | 15 | 16
H9c2 TAG inh | 7.1 | -3.8 | -15.4 | 14.1 | 3.1 | 7.5 | 12.5 | 15.8
H9c2 TAG inh DAPI viability | -5.5 | -0.1 | 6.6 | 3.6 | -15.1 | -2.7 | -12.6 | -2.8

[17] COc1ccc(NC(=O)CC2C(=O)N(c3cccc(C)c3)C(=O)N2C2CCCCC2)cc1 (centres undefined)
[18] CN(CC(=O)Nc1ccccc1Cl)C(=O)COC(=O)/C=C/c1ccccc1
[19] CC(C)CC1Nc2ncnc(N3CCOCC3)c2N(Cc2ccccc2)C1=O (centres undefined)
[20] Cc1ccc(S(=O)(=O)NCC(c2cccnc2)N2CCN(Cc3ccccc3)CC2)cc1 (centres undefined)
[21] CCOc1ccc(NC(=O)CN(C)C(=O)c2cc(S(=O)(=O)N3CCCCC3)ccc2C)cc1OCC
[22] CCOC(=O)/C(=C\Nc1ccc(OC(F)(F)F)cc1)Sc1ncc(C(F)(F)F)cc1Cl
[23] O=C(NC1CCN(C(=O)N2CCOCC2)CC1)c1ccccc1
[24] COc1ccccc1N1CCSC1C(N)=O (centres undefined)
[25] N#Cc1ccc(OCc2cccc(S(=O)(=O)N3CCOCC3)c2)cc1
[26] C=CCN(c1ccccc1)S(=O)(=O)c1cccc(C(=O)NCc2ccncc2)c1
[27] Cc1onc(-c2c(Cl)cccc2Cl)c1C(=O)c1c[nH]c(C(=O)NCC2CCCO2)c1 (centres undefined)

assay / compound | 17 | 18 | 19 | 20 | 21 | 22 | 23 | 24 | 25 | 26 | 27
H9c2 TAG inh | 13.5 | 4.9 | 0.3 | -5.3 | -9.4 | 38.0 | -26.2 | 0.6 | -7.6 | -22.6 | -13.9
H9c2 TAG inh DAPI viability | 2.6 | 7.6 | 11.0 | 8.3 | -2.2 | -3.2 | 10.1 | -1.4 | 0.6 | -11.5 | 1.9

# Source: PubChem BioAssay (Sanford-Burnham Center for Chemical Genomics)
